Compound activity as filed in PubChem.
M1 antag: antagonists of rat M1 muscarinic receptor; P08482; CHO-M1 cells, Fluo-4 calcium, ACh EC80 antagonist mode; stronger effect = lower value; B-score at 10 µM; 3.4% of 64,000 active; AID 628;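 active means calcium fluorescence response, raw or row-and-column corrected B-score, differing from the plate sample mean either way at a set confidence level, mostly lower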
D1 allo mod: D1 dopamine receptor (human) allosteric modulation; P21728; B-score at 10 µM; AID 641; 5.9% of 58,000 active; HEK293 D1, CRE-luciferase, dopamine EC30 potentiation; actives deviate in either direction;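 active means luminescence count or its row- and column-corrected plate score outside the 99.7% band of the plate's sample wells, on either side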
S1P1 ag pot: S1P1 (human) agonism or agonism potentiation | S1P1 CRE-bla cells, forskolin, beta-lactamase FRET, potentiator mode; S1P1 agonist co-added at EC20, 2 nM; 100% = saturating reference agonist, 0% = basal | activation, % at 9.5 µM | P21453 | 0.57% of 56,000 active;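 active means activation above a cutoff set at the mean activation of all tested compounds plus 3 SD, cut at about 54% in these data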;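 further: forskolin at 4 µM as EC80 and the EC20 agonist is SEW2871; 100% = SEW2871 at its EC100 plus forskolin at EC80; some compounds past the cut are filed as inactive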
TNAP act DEA: activates human TNAP at intermediate phosphate acceptor concentration | P05186 | purified TNAP, CDP-star luminescence, 100 mM DEA, 30 min; stronger effect = higher value; scale: 0 levamisole-inhibited, 1 vehicle-only enzyme | activation factor at 20 µM | 64,000 tested, under 10 active;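 active means activation factor of at least 2 at 20 µM, relative to controls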
Jurkat tox 60K: reduces viability or proliferation of Jurkat cells | 1.2% of 56,000 active | AID 463 | inhibition, % at 4 µM | Jurkat E6.1 viability, ATP luminescence, 48 h;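 active means inhibition above the mean inhibition of all tested compounds plus 3 SD, cut at about 28% in these data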
M1 agonist: M1 muscarinic receptor agonism | B-score at 10 µM | CHO-M1 cells, Fluo-4 calcium fluorescence, agonist mode; stronger effect = higher value | 3% of 64,000 active;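 active means fluorescence rise, raw or as B-score row- and column-corrected plate score, outside the 99.7% band of its plate's samples, either direction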
HEK293 NFkB inh: inhibitors of the PMA/ionomycin-induced NF-kB reporter in HEK293 cells | HEK-293 NF-kB luciferase reporter, luminescence | inhibition, % at 3 µM | 0.21% of 62,000 active;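 active means inhibition above the mean of all tested compounds plus 3 SD, cut at about 40% in these data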;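 further: 0% = stimulated DMSO wells and 100% = 10 µM reference inhibitor 5653914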
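System: NF-kB luciferase reporter HEK-293 cells | Replication: Single test | Control set: DMSO vs reference inhibitor | Evaluation: % inhibition | Schedule: 1 h pretreatment, 16 h stimulation, 37 °C | Probe or stimulus: PMA with ionomycin | Compound dosing: One dose, 3 µM | Detection: Luciferase luminescence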
S1P3 agonist: agonists of human S1P3 receptor; activation, % at 4.5 µM; S1P3 NFAT-BLA reporter cells, agonism, FRET ratio; relative to 1 µM S1P, basal subtracted; AID 373; 0.1% of 60,000 active;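 active means activation above the screen-wide mean plus 3 SD, cut at about 4.5% in these data, passing the limit was not always enough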; further: some compounds called inactive have numbers as strong as hits
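Measure – % activation relative to 1 µM S1P (100%), per plate · System – stable CHO line with human S1P3, Gα16, NFAT-BLA reporter · Timing – cells plated overnight, compound 4 h 37 °C, substrate 2 h RT · Technique – fluorescent BLA substrate, ex 405 nm, em 460/535 nm ratio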
E coli RNAP: inhibitors of Escherichia coli RNA polymerase; 0.2% of 62,000 active; E. coli RNA polymerase, fluorescence transcription assay; AID 559; inhibition, %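 (tested at 10 µM)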; in the data active means inhibition above about 20%;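 further: 0% = enzyme without compound and 100% = no enzyme blank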
Target sequence (P0A8V2 whole entry, looked up): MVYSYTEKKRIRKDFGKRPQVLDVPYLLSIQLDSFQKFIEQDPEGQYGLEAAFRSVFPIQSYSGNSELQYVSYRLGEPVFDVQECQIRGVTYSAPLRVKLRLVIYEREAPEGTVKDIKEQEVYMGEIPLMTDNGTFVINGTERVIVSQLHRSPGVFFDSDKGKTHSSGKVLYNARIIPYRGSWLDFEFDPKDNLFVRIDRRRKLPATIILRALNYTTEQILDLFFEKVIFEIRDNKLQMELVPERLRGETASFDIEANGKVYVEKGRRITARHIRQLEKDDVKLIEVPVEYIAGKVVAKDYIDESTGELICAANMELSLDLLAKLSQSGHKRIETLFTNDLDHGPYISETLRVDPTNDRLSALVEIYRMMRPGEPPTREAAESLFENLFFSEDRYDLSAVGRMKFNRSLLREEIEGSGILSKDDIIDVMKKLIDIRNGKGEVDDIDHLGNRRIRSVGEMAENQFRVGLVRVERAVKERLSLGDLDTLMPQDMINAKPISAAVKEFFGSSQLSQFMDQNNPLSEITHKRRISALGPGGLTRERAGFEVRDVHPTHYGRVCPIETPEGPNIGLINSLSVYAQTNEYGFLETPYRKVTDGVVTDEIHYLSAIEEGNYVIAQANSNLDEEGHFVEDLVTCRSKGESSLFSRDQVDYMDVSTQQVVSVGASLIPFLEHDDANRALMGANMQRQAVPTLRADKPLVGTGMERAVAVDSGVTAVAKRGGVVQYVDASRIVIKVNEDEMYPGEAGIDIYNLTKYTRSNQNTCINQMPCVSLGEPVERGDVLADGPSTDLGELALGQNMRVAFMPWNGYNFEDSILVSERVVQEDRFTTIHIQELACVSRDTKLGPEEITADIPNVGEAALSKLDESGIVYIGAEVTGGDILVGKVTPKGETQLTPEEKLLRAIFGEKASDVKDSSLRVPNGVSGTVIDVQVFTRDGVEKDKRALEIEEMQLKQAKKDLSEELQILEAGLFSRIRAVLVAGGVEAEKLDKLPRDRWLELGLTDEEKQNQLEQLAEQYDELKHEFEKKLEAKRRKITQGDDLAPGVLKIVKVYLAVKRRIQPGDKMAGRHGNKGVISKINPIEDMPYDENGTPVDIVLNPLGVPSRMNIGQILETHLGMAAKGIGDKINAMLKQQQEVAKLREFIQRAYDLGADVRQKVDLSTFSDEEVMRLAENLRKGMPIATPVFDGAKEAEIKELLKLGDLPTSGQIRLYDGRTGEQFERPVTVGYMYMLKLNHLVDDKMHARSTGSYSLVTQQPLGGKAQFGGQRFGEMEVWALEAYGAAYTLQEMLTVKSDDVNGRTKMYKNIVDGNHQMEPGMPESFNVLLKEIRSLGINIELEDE
* = called active by the depositor; . = not tested or not shown.

SMILES	M1 antag	D1 allo mod	S1P1 ag pot	TNAP act DEA	Jurkat tox 60K	M1 agonist	HEK293 NFkB inh	S1P3 agonist	E coli RNAP
CC(=O)Nc1ccc(OC(=O)c2cccs2)cc1	0.882	0.0506	-6.9	0.9	-10.9	0.528	3.5	-1.2	4.0
COc1ccc(Oc2nc(Oc3ccc(OC)cc3)nc(Oc3ccc(OC)cc3)n2)cc1	0.818	0.457	-21.4	0.9	4.8	-0.0741	20.8	-1.1	5.4
O=C(NCCN1C(=O)CSC1=O)c1ccccc1	0.0986	0.231	2.6	1	-9.7	-0.194	-12.6	-0.6	5.8
COc1ccc(F)cc1S(=O)(=O)N1CCCN(S(=O)(=O)c2cc(F)ccc2OC)CC1	-0.00544	-1.59	.	0.9	10.6	0.21	14.8	-1.0	2.9
CC1CCN(c2nc3c(c(=O)n(C)c(=O)n3C)n2CCSc2nc3ccccc3s2)CC1	-0.643	-0.0777	-1.9	1	4.2	-0.306	8.6	-0.9	-8.2
C/C=C/Cn1c(SCc2ccc(C)cc2)nc2c1c(=O)[nH]c(=O)n2C	-0.468	11.9*	-49.6	0.9	-8.6	0.828	12.4	-0.7	-2.0
CC(=O)Nc1cccc2c1[n+]([O-])c(C)c(C)[n+]2[O-]	0.507	-0.00425	-7.6	1	-8.9	-0.443	5.0	-1.1	-3.4
Cc1c(C(=O)N2CCc3ccccc32)oc2c1C(=O)CC(C)(C)C2	-0.553	-0.566	-5.9	1	-3.0	-0.705	-35.7	0.6	3.1
COc1ccc(C2C(C(=O)OCC(=O)N3CCCCC3)CCC(=O)N2c2ccc(OC)cc2)cc1 (configuration not stated)	-0.0813	0.00847	8.0	1	1.9	0.276	16.3	-0.4	8.2
COc1ccccc1N1CCN(C(=O)C2CC=CCC2C(=O)O)CC1 (configuration not stated)	0.887	-1.96	-9.2	0.8	-1.7	0.179	20.6	-0.9	4.4
CCN(CC)CCCN1C(=O)C(=O)/C(=C(/O)c2ccccc2)C1c1ccccn1 (configuration not stated)	0.0956	-0.574	4.8	0.9	.	0.984	.	-3.8	5.4
O=C(CCn1c(=O)sc2ccccc21)Nc1cccnc1	-0.98	-0.825	.	1	.	0.0285	11.0	.	6.3
COc1cccc(-n2nnc3c(=O)n(CC(=O)N4CCC(Cc5ccccc5)CC4)cnc32)c1	0.23	-0.468	.	0.8	.	-0.237	10.2	.	7.8
C=CCN(C(=O)CNC(=O)c1ccco1)C(C(=O)NC1CCCCC1)c1ccc(F)cc1 (configuration not stated)	0.649	-0.534	0.2	1.1	0.3	0.0454	-8.7	-0.6	3.0
CC(Nc1cc(=O)n(C)c(=O)[nH]1)c1ccccc1 (configuration not stated)	0.557	-0.4	.	0.9	-1.2	-1.15	9.1	-0.1	0.2
O=C(Cn1ncc2c1-c1ccccc1OC2)Nc1ccc(S(=O)(=O)N2CCCCC2)cc1	-0.907	1.06	-9.5	0.9	5.9	0.728	10.9	-0.9	5.4
CCCCN1CC(O)=C(c2nc3ccccc3[nH]2)C1=N	-0.66	0.483	15.6	1.2	6.9	0.596	-4.6	-1.3	-1.5
CCS(=O)(=O)n1nc(NCc2cccc(OC)c2)nc1NCc1cccc(OC)c1	-0.0325	0.0632	-11.8	0.9	2.3	-0.0459	18.8	-0.1	0.8
Cn1nc(C(=O)NCC2CCCO2)c2ccccc2c1=O (configuration not stated)	-0.129	-0.423	-32.2	1	8.6	-0.746	10.7	-0.4	12.2
CCCc1cc(N2CCCC(C(=O)NCc3ccc4c(c3)OCO4)C2)n2ncnc2n1 (configuration not stated)	0.34	0.0595	-2.7	0.9	7.5	1.13	20.3	-1.0	.
CCOC(=O)N1CCN(C(=O)CCc2c(C)nc3nc(C)nn3c2C)CC1	0.103	-0.262	-17.0	0.9	-7.5	0.978	15.1	-1.5	7.1
O=S(=O)(CCc1nc2ccccc2o1)c1ccc(Cl)cc1	-2.24*	0.729	.	0.9	-0.4	0.134	14.1	-0.4	6.4
CCN(CC)CCN1C(=O)C(=O)/C(=C(/O)c2ccc(OC(C)C)cc2)C1c1ccncc1 (configuration not stated)	0.0354	-0.00821	-3.5	0.9	.	-0.165	.	-3.8	13.7
Cc1cccc(NC(=O)c2c(O)c3cccc4c3n(c2=O)CCC4)n1	0.405	-0.345	-13.4	1	-4.6	-0.422	13.0	-0.8	1.7
O=C(O)CCc1n[nH]c(=S)[nH]c1=O	0.0774	.	-3.6	0.9	-8.5	0.0249	22.5	-0.2	0.7
Nn1c(COc2ccccc2)nnc1SCc1cc(=O)[nH]c2ccccc12	0.297	-0.982	.	1	-3.6	0.0056	8.0	-1.0	6.6
Cn1c(Cn2c(=O)sc3ccccc32)nnc1SCC(=O)N1CCCc2ccccc21	-0.091	0.246	3.9	1	2.6	-0.166	4.5	-1.4	8.7
CCCn1c(CCC(=O)O)ccc1-c1ccc(F)cc1	0.417	-0.457	.	0.9	-6.3	-0.368	6.3	0.2	-0.3
CCCOC(=O)Cc1c(O)c2ccccc2[nH]c1=O	0.645	-0.918	-15.9	0.8	-4.3	-0.371	6.5	0.1	7.5
Nc1nnc(C(=O)c2ccccc2N)s1	0.303	0.643	11.3	0.8	3.8	-0.00328	11.0	-0.9	6.4
COc1ccc(NC(=O)c2cncc(Br)c2)c(S(=O)(=O)N2CCOCC2)c1	-0.331	.	.	0.9	.	-0.0218	12.7	.	-5.1
COc1ccc(S(=O)(=O)NCCSCc2ccco2)cc1	0.144	-1.32	-6.2	0.9	-6.6	0.547	-4.2	-0.4	12.1
CC(C)CC(NC(N)=O)C(=O)OCC(=O)NC(=O)NC1CCCC1 (configuration not stated)	0.213	0.0977	5.6	1	5.8	-0.457	19.4	-0.7	1.0
Cn1c(=O)n(CC(=O)N2CCN(c3nnc(-c4ccccc4)c4ccccc34)CC2)c2ccccc21	-0.76	-0.0925	-6.3	.	9.4	-0.421	6.7	0.3	.
Cc1cc(-n2c(C)cc(C(=O)CN3C(=O)NC4(CCCC4)C3=O)c2C)no1	0.196	-0.841	-5.3	1	-2.5	-0.33	15.4	0.3	5.0
O=C(c1ccccc1)N(Cc1ccc2c(c1)OCO2)Cc1nc2ccccc2c(=O)[nH]1	-0.271	0.474	0.7	0.9	-1.9	2.67*	17.0	0.9	13.2
COc1ccc(CCNC(=O)CCNS(=O)(=O)c2cccc3nsnc23)cc1OC	0.925	0.321	.	1	.	0.0274	-3.3	.	5.4
CC(=O)Nc1ccc2c(c1)nc(CCN1CCOCC1)n2C	-0.0705	-0.0904	-7.8	0.9	-1.4	0.174	6.7	-0.4	8.0
O=C(NCc1ccccc1)N1CCN(c2ccccc2F)CC1	-0.0252	0.784	9.4	0.9	-4.5	0.164	-2.0	0.1	8.9
FC(F)(F)Oc1ccc(Nc2nc3ccccc3o2)cc1	-0.128	-0.403	-11.0	0.9	-0.9	-0.487	-20.7	-0.2	4.2
COC(=O)c1ccccc1NC(=O)CN(C)S(=O)(=O)c1cc(C)ccc1OC	0.266	-0.393	-12.3	0.9	2.5	0.695	7.7	-0.5	9.0
COc1cc(Cl)c(S(=O)(=O)N2CCN(Cc3ccc4c(c3)OCO4)CC2)cc1Cl	-0.00185	0.173	6.0	1	-14.3	0.658	3.8	0.8	5.9
CC(=O)c1cccc(NC(=O)N[C@@H](CC(C)C)C(=O)O)c1	0.00544	-0.704	-4.1	0.9	-0.6	-0.878	9.3	0.5	8.5
Cc1cnc(C(=O)Nc2ccccc2-c2nnn(CC(=O)NC3CCCC3)n2)cn1	0.549	0.3	-19.9	1	2.9	-0.00644	5.9	-1.5	4.7
c1ccc(Sc2nc(N3CCCCC3)nc(N3CCCCC3)n2)nc1	2.1*	0.346	.	1	.	0.482	.	.	7.2

An excerpt from above in order of molecular weight, high to low.
SMILES	M1 antag	D1 allo mod	S1P1 ag pot	TNAP act DEA	Jurkat tox 60K	M1 agonist	HEK293 NFkB inh	S1P3 agonist	E coli RNAP
Cn1c(=O)n(CC(=O)N2CCN(c3nnc(-c4ccccc4)c4ccccc34)CC2)c2ccccc21	-0.76	-0.0925	-6.3	.	9.4	-0.421	6.7	0.3	.
COc1cc(Cl)c(S(=O)(=O)N2CCN(Cc3ccc4c(c3)OCO4)CC2)cc1Cl	-0.00185	0.173	6.0	1	-14.3	0.658	3.8	0.8	5.9
FC(F)(F)Oc1ccc(Nc2nc3ccccc3o2)cc1	-0.128	-0.403	-11.0	0.9	-0.9	-0.487	-20.7	-0.2	4.2

(listing goes on)
SMILES	M1 antag	D1 allo mod	S1P1 ag pot	TNAP act DEA	Jurkat tox 60K	M1 agonist	HEK293 NFkB inh	S1P3 agonist	E coli RNAP
COCCCNC(=O)c1cc(C)nc2ccc(F)cc12	0.0346	1.61	1.0	1	3.4	-0.0251	9.9	-0.4	13.4
CCCCOc1ccccc1NC(=O)CSc1nnnn1C(C)(C)C	-0.133	0.798	-17.3	0.9	-2.9	1.38	2.4	0.8	-3.4
COCC(C)NC(=O)COc1ccc(Cl)cc1Cl (configuration not stated)	.	.	-3.0	1	3.9	.	8.5	-0.4	8.2
COc1cccc(Oc2ccc(N)cc2)c1	0.00102	0.87	.	0.8	-7.2	-0.331	-17.4	0.2	5.7
CCOC(=O)C1CCN(C(=O)CN(Cc2ccccc2)S(C)(=O)=O)CC1	-1.4	0.0789	.	0.8	13.4	0.172	9.1	-0.8	8.6
COCCn1c(-c2ccc(OC)cc2)cnc1SCC(=O)Nc1cc(C)on1	-0.3	0.329	5.3	0.9	2.1	-1.1	6.3	-1.1	0.3
O=C(CCn1[nH]c(=O)c2ccccc2c1=O)NCCO	-1.09	-0.267	-0.1	0.9	-1.1	-0.00905	7.1	0.1	3.8
CN(C)CCN1C(=O)C(=O)/C(=C(/O)c2ccc(F)cc2)C1c1ccccc1F (configuration not stated)	0.506	-0.542	-10.4	0.9	0.3	0.631	13.8	-1.3	-2.0
COCCCNCC(=O)Nc1ccc(OC(F)(F)F)cc1	0.116	-0.266	.	0.8	.	0.473	8.2	.	6.5
COc1ccc(C(C(=O)OCCN(C)C)c2ccccc2)cc1 (configuration not stated)	-5.85*	0.00677	-1.4	0.9	4.3	0.491	23.9	0.5	3.5
Cn1cc(C(=O)N2CCN(c3ccccn3)CC2)c(=O)c2cc(S(=O)(=O)N3CCOCC3)ccc21	0.053	.	4.1	1	-7.0	-0.028	4.8	-0.2	4.0
CC(C)C(C(=O)NCc1ccco1)N(C(=O)CNS(=O)(=O)c1ccc(Cl)cc1)C1CCCC1 (configuration not stated)	-0.233	-0.186	3.3	1	-6.8	0.195	9.8	-1.1	8.4
Cn1nnnc1SCC(=O)Nc1c(Cl)cccc1Cl	0.238	-0.441	0.0	1	-0.5	0.512	15.1	-2.4	-5.9
CC(=O)C1=C(C)NC(=O)NC1c1cc(Br)ccc1OCC(N)=O (configuration not stated)	0.153	0.328	.	0.9	-3.5	0.759	-9.2	0.1	12.4
CCCCS(=O)(=O)Nc1ccc(Cc2ccncc2)cc1	0.0468	-0.0412	0.2	0.9	5.7	3.2*	-0.2	-0.9	0.9
CC1=Nn2c(nnc2-c2ccccc2)SC1	-3.94*	0.474	-11.4	1	-2.3	0.95	6.5	-0.1	-6.6
COCCNC(=O)c1ccc2c(c1)nc(C)n2-c1cc(OC)c(OC)c(OC)c1	0.888	0.35	-32.6	.	-1.6	0.308	4.1	0.2	.
